NCI-60 one-dose screen, 48 h, at 10 µM unless noted. Numbers give growth in % (100 = growth as untreated, 0 = no growth, -100 = all killed).
MOLT-4: MOLT-4 leukemia cells | actives 6.9% (n = 80,000)
BT-549: BT-549 breast cancer | AID 1794793 | actives 4.4% (n = 78,000)
MDA-MB-468: MDA-MB-468 breast cancer; actives 8.5% (n = 78,000); AID 2202374
K-562: K-562 leukemia; actives 7.4% (n = 78,000)
T-47D: T-47D breast cancer. actives 5% (n = 79,000)
SR: SR leukemia cells. AID 1794780. actives 8.7% (n = 73,000)
MDA-MB-231: MDA-MB-231 breast cancer; AID 1794789; actives 5% (n = 81,000)
MCF7: MCF7 breast cancer; AID 1794796; actives 6.3% (n = 82,000)
* hit, by the source's call; . = no result given; & = joins results of further samples. Rule for the calls: active = growth percent below 10; inactive = the rest.

1) O=CN1N=C(c2ccc(Nc3nc(NCCO)nc(NCCO)n3)cc2)CC1c1ccc(F)cc1 (stereo not drawn)
2) CCOC(=O)c1c(NCC(=O)Nc2ccc(Cl)cc2)sc(C(C)=O)c1C
3) CCCC(C)Sc1nc2c([nH]1)c(=S)n(C)c(=O)n2C (stereo not drawn)
4) c1ccc(-c2cc(-c3cc(-c4ccccc4)on3)no2)cc1
5) CCCCC(=O)c1ccc(OC(=O)c2ccc([N+](=O)[O-])cc2)cc1
6) COc1cc(/C=C/C(=O)c2cc(-c3ccccc3)ccc2O)cc(OC)c1OC
7) CC(CCc1ccccn1)(CCc1ccccn1)C(=O)c1ccccc1
8) COC(=O)CC1OC(C)C23OC2(C(=O)c2c(C4CCC(C(C)O)N4C)ccc(O)c2C3O)C1O (stereo not drawn)
9) CCOC(=O)c1c(C)oc2ncnc(N3CCN(C(=O)COc4ccc(SC)cc4)CC3)c12
10) O=S(=O)(Nc1ncccn1)c1ccc(Nc2ccc3nnc(-c4ccncc4)n3n2)cc1

| compound no. | 1 | 2 | 3 | 4 | 5 | 6 | 7 | 8 | 9 | 10 |
| --- | --- | --- | --- | --- | --- | --- | --- | --- | --- | --- |
| MOLT-4 | 105 | 107 | 86 | 64 | 69 | 28 | 96 | . | 89 | 109 |
| BT-549 | 99 | 99 | 107 | 99 | 100 | 89 | 108 | 98 | 91 | 106 |
| MDA-MB-468 | 106 | 105 | 99 | 85 | 111 | 58 | 100 | 105 | 82 | 103 |
| K-562 | 99 | 117 | 88 | 78 | 109 | 34 | 83 | . | 82 | 102 |
| T-47D | 82 | 92 | 84 | 85 | 98 | 43 | 80 | 96 | 62 | 101 |
| SR | 114 | 99 | 90 | 62 | 103 | 43 | 80 | . | 84 | 102 |
| MDA-MB-231 | 109 | 109 | 115 | 105 | 92 | 71 | 94 | 108 | 89 | 92 |
| MCF7 | 95 | 86 | 95 | 49 | 120 | 47 | 103 | 96 | 93 | 104 |

11) COc1ccc(/C(C)=N/N=C2C(=O)Nc3ccc(OC(F)(F)F)cc32)cc1S(N)(=O)=O
12) Nc1nc2c(c(=O)[nH]1)NC(=N[C@@H](Cc1ccccc1)C(=O)O)CN2
13) CN(C)CCn1c2ccc(Br)cc2c2nc3ccccc3nc21
14) COc1ccc(C(=O)c2cc(C(=O)/C=C/c3ccc(N(C)C)cc3OC)c3cc(C)ccn23)cc1
15) C#CC[N+]1(CC#CCCC[N+]2(CC#C)CCCC2)CCCC1
16) COc1ccc(NC(=O)c2sc3nc4c(cc3c2N)COCC4)cc1
17) CNc1nc(C)c(-c2nc(Nc3cccc(S(N)(=O)=O)c3)ncc2F)s1
18) CCCC(C)OC(=O)/C=C\C(=O)NC(N)=O (stereo not drawn)
19) O=C(O)/C(=C/c1cccc(Cl)c1)c1ccc(Cl)cc1
20) CC(=O)c1sc(/N=C2\NC(=O)/C(=C/c3cccnc3)S2)nc1C

| compound no. | 11 | 12 | 13 | 14 | 15 | 16 | 17 | 18 | 19 | 20 |
| --- | --- | --- | --- | --- | --- | --- | --- | --- | --- | --- |
| MOLT-4 | 70 | 94 | 14 | 102 | 115 | 77 | -27* | 95 | 98 | 109 |
| BT-549 | 68 | 98 | 84 | 106 | 90 | 79 | -17* | 112 | 106 | 98 |
| MDA-MB-468 | 71 | 105 | 13 | 102 | 102 | 60 | -38* | 74 | 110 | 103 |
| K-562 | 76 | 101 | 12 | 91 | 103 | 49 | 4.9* | 99 | 103 | 111 |
| T-47D | 32 | 92 | 38 | 94 | 87 | 72 | -2.8* | 75 | 88 | 105 |
| SR | 65 | 94 | 11 | 98 | 93 | 51 | -18* | 100 | 100 | 121 |
| MDA-MB-231 | 66 | 101 | 30 | 101 | 106 | 93 | 3.1* | 104 | 102 | 96 |
| MCF7 | 92 | 98 | 20 | 90 | 94 | 77 | 1.3* | 91 | 102 | 97 |

Pulled by compound from the list above (three):
15) C#CC[N+]1(CC#CCCC[N+]2(CC#C)CCCC2)CCCC1
12) Nc1nc2c(c(=O)[nH]1)NC(=N[C@@H](Cc1ccccc1)C(=O)O)CN2
13) CN(C)CCn1c2ccc(Br)cc2c2nc3ccccc3nc21

| compound no. | 15 | 12 | 13 |
| --- | --- | --- | --- |
| MOLT-4 | 115 | 94 | 14 |
| BT-549 | 90 | 98 | 84 |
| MDA-MB-468 | 102 | 105 | 13 |
| K-562 | 103 | 101 | 12 |
| T-47D | 87 | 92 | 38 |
| SR | 93 | 94 | 11 |
| MDA-MB-231 | 106 | 101 | 30 |
| MCF7 | 94 | 98 | 20 |

Further entries
21) NCCCCC(C(=O)O)N(C(=O)OCc1ccccc1)C(=O)OCc1ccccc1 (stereo not drawn)
22) CC1(C)[C@@H](OC(=O)c2cccnc2)CC[C@]2(C)[C@H]3C(=O)C=C4[C@@H]5C[C@](C)(C(=O)N6CCOCC6)CC[C@]5(C)CC[C@@]4(C)[C@]3(C)CC[C@@H]12
23) Cc1ccc(NCC(=O)C(O)C(O)C(O)CO)cc1 (stereo not drawn)
24) C=C(C)CNC(=O)C(C)O (stereo not drawn)
25) C=CCSc1nnc(-c2sc3nc4ccccc4n3c2C)o1
26) O=C(Nc1ccc(OCc2ccc(Br)cc2)cc1)c1ccc2nc(NC(=O)c3ccc(NCCc4ccccc4)c([N+](=O)[O-])c3)sc2c1
27) COc1cc(N=Nc2ccccc2C(=O)O)ccc1O
28) Cc1cc(C(=O)CC(=O)C(F)(F)C(F)(F)C(F)(F)F)c(C)o1
29) COC(=O)[C@]12CCC(C)(C)C[C@H]1C1=CC[C@@H]3[C@@]4(C)C/C(=C\c5cccnc5)C(=O)NC(C)(C)[C@@H]4CC[C@@]3(C)[C@]1(C)CC2
30) C[C@@H](O)CC[C@@]12C(I)=C3CCCC[C@@]3(C)[C@@H]1CCc1cc3c(cc12)OCO3

| compound no. | 21 | 22 | 23 | 24 | 25 | 26 | 27 | 28 | 29 | 30 |
| --- | --- | --- | --- | --- | --- | --- | --- | --- | --- | --- |
| MOLT-4 | 91 | 77 | 94 | 103 | 88 | 93 | 96 | 102 | 55 | 89 |
| BT-549 | 109 | 81 | 93 | . | 144 | 106 | 119 | 101 | 97 | 128 |
| MDA-MB-468 | 110 | 80 | 114 | 110 | 64 | 98 | 102 | 106 | 72 | 95 |
| K-562 | 98 | 69 | 83 | 103 | 87 | 92 | 103 | . | 69 | 75 |
| T-47D | 108 | 76 | 116 | 109 | 93 | 86 | 120 | . | 65 | 64 |
| SR | 100 | 70 | 92 | 101 | 121 | 85 | 114 | 109 | 72 | 75 |
| MDA-MB-231 | 135 | 109 | 84 | 119 | 101 | 94 | 116 | 104 | 81 | 92 |
| MCF7 | 100 | 76 | 106 | 95 | 81 | 87 | 114 | 105 | 86 | 77 |

31) Nc1ccc(C(=O)c2ccccc2)cc1
32) NNC(=S)Nc1ccccc1F
33) CC(C)c1[nH]nc2c(NCc3ccc(-c4ccccn4)cc3)nc(SCCN(C)C)nc12
34) O=C(/C(=C/c1cccc([N+](=O)[O-])c1)c1ccccc1)c1ccccc1
35) O=C(O)CCN1c2ccccc2Sc2ccccc21
36) COc1cc2oc(-c3cccc(C(=O)N[C@H](C(=O)O)C(C)C)c3)cc(=O)c2c(OC)c1OC
37) CC(NC(N)=S)c1ccccc1 (stereo not drawn)
38) COc1ccc2nc3cc(Cl)ccc3c(NC(=O)CSc3ccc(Cl)cc3)c2c1
39) Cc1ccccc1P(=O)(c1ccccc1)c1ccccc1C
40) CC1CC(C)(C)NC(=S)O1 (stereo not drawn)

| compound no. | 31 | 32 | 33 | 34 | 35 | 36 | 37 | 38 | 39 | 40 |
| --- | --- | --- | --- | --- | --- | --- | --- | --- | --- | --- |
| MOLT-4 | . | 117 | -8.1* | 4.1* | 102 | 104 | 99 | -52* | 94&104 | 104&89 |
| BT-549 | 79 | 119 | -43* | 33 | 102 | 103 | 118 | -99* | 116&99 | 107 |
| MDA-MB-468 | . | 101 | -50* | 38 | 108 | 97 | -12* | -82* | 97&96 | 125&114 |
| K-562 | 110 | 111 | 5.2* | 4.0* | 109 | 107 | 95 | -3.9* | 93&99 | 103&100 |
| T-47D | 92 | 106 | -6.7* | 70 | 96 | 99 | 90 | -80* | 99&103 | 105&95 |
| SR | 91 | . | -10* | 4.4* | 96 | 97 | 100 | -10* | 91&94 | 97&83 |
| MDA-MB-231 | 110 | 101 | 1.2* | 52 | 112 | 103 | 92 | -69* | 100&95 | 117&109 |
| MCF7 | 111 | 92 | 4.0* | 27 | 93 | 89 | 94 | -60* | 101&98 | 94&113 |

41) O=C1C=CC(=O)N1c1cc(Cl)c(Cl)cc1Cl
42) CN1CC(c2ccccc2)C2(SC(=Nc3ccccc3)N(Nc3ccccc3)C2=O)C12C(=O)Nc1ccccc12 (stereo not drawn)
43) O=C(CNc1ccccc1)Nn1c(COc2ccccc2)nc2ccccc2c1=O
44) COc1cc(/C(Cl)=N/N=C(\Cl)c2ccc(NC(=O)CO)cc2)cc(OC)c1OC
45) COc1cc(/C=C/c2cc(/C=C/c3ccc(O)c(OC)c3)n(C(N)=O)n2)ccc1O
46) CN1CCN(Cc2ccc(NC(=O)c3cncc(C#Cc4cnc(N)c5ccncc45)c3)cc2C(F)(F)F)CC1
47) CN1C(CCl)Nc2cc(Cl)c(S(N)(=O)=O)cc2S1(=O)=O (stereo not drawn)
48) Cc1ccc(C(=O)NN2C(=O)CSC2c2ccccc2[N+](=O)[O-])cn1 (stereo not drawn)
49) N#CCCCCCn1cc(C2=C(c3cn(CCCCCC#N)c4ccccc34)C(=O)NC2=O)c2ccccc21
50) O=C(NNC(=O)c1ccccc1F)c1ccccc1

| compound no. | 41 | 42 | 43 | 44 | 45 | 46 | 47 | 48 | 49 | 50 |
| --- | --- | --- | --- | --- | --- | --- | --- | --- | --- | --- |
| MOLT-4 | 96 | 28 | 97 | 67 | -33* | 17 | 110&88 | 59 | . | 84 |
| BT-549 | 98 | 86 | 97 | 94 | . | 49 | 91&120 | 110 | 74 | 107 |
| MDA-MB-468 | . | 70 | 75 | 104 | -14* | 36 | 94&101 | 93 | 63 | 112 |
| K-562 | 94 | 39 | 69 | 83 | -23* | -17* | 109&104 | 46 | . | . |
| T-47D | 103 | 35 | 96 | 65 | -7.6* | 43 | 100&97 | 88 | 68 | 93 |
| SR | 81 | 51 | . | 86 | -3.8* | 21 | 86 | 86 | . | 92 |
| MDA-MB-231 | 120 | 45 | 108 | 100 | 3.7* | -34* | 113&94 | 92 | 81 | 107 |
| MCF7 | 88 | 38 | 98 | 95 | -16* | 36 | 99&98 | 83 | 49 | 108 |

51) COc1cc(/C=N/n2cnc3oc(-c4ccccc4)cc3c2=N)cc(CN2CCCCC2)c1O
52) Fc1ccc(-c2cn3c(nc4ccccc43)c(-c3ccccc3)n2)cc1
53) NS(=O)(=O)c1ccc(NC(=O)C(O)C(O)C(O)C(O)CO)cc1 (stereo not drawn)
54) O=c1[nH]c(F)nc2c1ncn2C1OC(CO)C(O)C1O (stereo not drawn)
55) O=C(NN=C1CCCCC1)C(=O)NN=C1CCCCC1
56) CC(=O)Nc1ccc(S(=O)(=O)N/N=c2/sc3ccccc3n2C)cc1
57) COc1ccc(NC(=O)CSc2nc(C)c(C(C)=O)n2-c2ccc(Cl)cc2)cc1
58) CC(=O)N1Cc2ccccc2C(C)Cc2cc(F)ccc21 (stereo not drawn)
59) O=S(=O)(Oc1ccc(-c2cn3ccsc3n2)cc1)c1ccccc1
60) N#Cc1c(-c2ccc(Cl)cc2)nc(SCc2ccc([N+](=O)[O-])cc2)nc1N1CCOCC1

| compound no. | 51 | 52 | 53 | 54 | 55 | 56 | 57 | 58 | 59 | 60 |
| --- | --- | --- | --- | --- | --- | --- | --- | --- | --- | --- |
| MOLT-4 | 2.0* | 92 | 104 | 100 | 91 | 114 | 91 | 107 | 96 | 88 |
| BT-549 | -55* | 105 | 95 | 108 | 100 | 105 | 80 | 124 | 111 | 107 |
| MDA-MB-468 | -36* | 83 | 105 | 89 | 113 | 122 | 99 | 104 | 96 | 74 |
| K-562 | 3.5* | . | 99 | 109 | 81 | 98 | 109 | 120 | 96 | 88 |
| T-47D | -33* | 86 | 106 | 110 | 100 | 92 | 81 | 104 | 99 | 82 |
| SR | 29 | 92 | 99 | 100 | 84 | 120 | . | . | 80 | 86 |
| MDA-MB-231 | -73* | 89 | 112 | 111 | 113 | 99 | 60 | 111 | 98 | 93 |
| MCF7 | -81* | 93 | 100 | 100 | 93 | 94 | 93 | 100 | 88 | 88 |

61) O=C(NC1CCCC1)c1ccc(C(=O)NC2CCCC2)cc1
62) CC1(C)CC(=O)C2=C(C1)N(c1ccc(OC(F)(F)F)cc1)C(N)=C(C#N)C2c1ccc(Br)o1 (stereo not drawn)
63) O=C1OC(CN(Cc2ccccc2)Cc2ccccc2)CN1/N=C/c1ccc([N+](=O)[O-])o1 (stereo not drawn)
64) COC(=O)c1ccc(N(C(C)=O)c2cc(C(C)(C)C)[nH]n2)c(NC(C)=O)c1
65) O=C1c2cccc3c(-c4ccc5c(c4)ncn5C4CCCCC4)ccc(c23)C(=O)N1CCO
66) NC(=O)C1=C[C@H]2[C@H]3C=C[C@@]2(O)C(=O)O[C@@H]3O1
67) O=C1C(=O)N(CCCCn2cc(CN(Cc3ccccc3)Cc3ccccc3)nn2)c2ccccc21
68) Cc1ccccc1COc1ccc(-c2ccnn2-c2ccc(Cl)cc2)cc1

| compound no. | 61 | 62 | 63 | 64 | 65 | 66 | 67 | 68 |
| --- | --- | --- | --- | --- | --- | --- | --- | --- |
| MOLT-4 | 99 | 70 | 72 | 101 | 72 | 42 | 69 | 26 |
| BT-549 | 108 | 91 | 91 | 106 | 95 | 64 | 111 | 75 |
| MDA-MB-468 | 110 | 87 | 71 | 106 | 79 | -5.4* | 94 | 41 |
| K-562 | 97 | 71 | 71 | 105 | . | 62 | 79 | 14 |
| T-47D | 107 | 70 | 76 | 109 | 68 | 38 | 86 | 65 |
| SR | 96 | 71 | 72 | . | 85 | 51 | . | 34 |
| MDA-MB-231 | 112 | 90 | 82 | 112 | 71 | 61 | 85 | 84 |
| MCF7 | 97 | 81 | 65 | 97 | 98 | 22 | 94 | 32 |

Compound activity (PubChem BioAssay)
